ANO1 activ: activates or potentiates the mouse TMEM16A chloride channel; Q8BHY3; HEK293 TMEM16A/YFP-H148Q/I152L, iodide quench fluorescence; hits give low values; B-score at 10 µM; 340,000 tested, 0.3% active;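 active = fluorescence-ratio B-score plate-corrected deviation score at least 3 library SD below zero, with starting fluorescence score within 5 deviations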;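 note: channel opened by trigger with iodide after compound preincubation; score built on the fluorescence ratio of max minus min over baseline; more negative score means more quench and so TMEM16A activation or potentiation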
DYRK1A inh: Dyrk1A (rat) kinase inhibition; Q63470; ADP-Glo luminescence, NFATc1 peptide; inhibition, % at 12.5 µM; 310,000 tested, 0.43% active; AID 504441; in the data active = inhibition above about 50%;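 note: plate controls were vehicle with enzyme for no effect and no enzyme for full effect; many of its hits are not listed in these tables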
TRPC4 act: activators of mouse TRPC4 channel; Q9QUQ5; HEK293 TRPC4beta/mu-opioid, Fluo4 calcium fluorescence; hits give high values; 310,000 tested, 0.49% active; B-score at 10 µM;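 active = B-score above 5 SD of library B-scores, and initial fluorescence ratio not above library mean plus 5 SD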;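 note: positive B-score marks a calcium rise read as TRPC4 activation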
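Technique: kinetic Fluo4 calcium fluorescence; Test system: TRPC4beta and mu-opioid receptor HEK293 stable cells; Measure: B-scored integrated calcium fluorescence ratio; Benchmarks: low control buffer alone, high control maximal DAMGO; Schedule: 45 min room-temperature Fluo4 loading, 110 s read.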
KCNQ1 inh: human KCNQ1 channel inhibition; 310,000 tested, 1.3% active; CHO-K1 KCNQ1, FluxOR thallium flux fluorescence; hits give high values; AID 2642; B-score at 10 µM;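 active = compounds whose thallium flux B-score, printed positive for inhibition, exceeds three library SD while starting fluorescence stays within three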;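 note: channel opened by potassium depolarization with thallium stimulus after 20 min compound exposure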
Target sequence (P51787 whole entry, looked up): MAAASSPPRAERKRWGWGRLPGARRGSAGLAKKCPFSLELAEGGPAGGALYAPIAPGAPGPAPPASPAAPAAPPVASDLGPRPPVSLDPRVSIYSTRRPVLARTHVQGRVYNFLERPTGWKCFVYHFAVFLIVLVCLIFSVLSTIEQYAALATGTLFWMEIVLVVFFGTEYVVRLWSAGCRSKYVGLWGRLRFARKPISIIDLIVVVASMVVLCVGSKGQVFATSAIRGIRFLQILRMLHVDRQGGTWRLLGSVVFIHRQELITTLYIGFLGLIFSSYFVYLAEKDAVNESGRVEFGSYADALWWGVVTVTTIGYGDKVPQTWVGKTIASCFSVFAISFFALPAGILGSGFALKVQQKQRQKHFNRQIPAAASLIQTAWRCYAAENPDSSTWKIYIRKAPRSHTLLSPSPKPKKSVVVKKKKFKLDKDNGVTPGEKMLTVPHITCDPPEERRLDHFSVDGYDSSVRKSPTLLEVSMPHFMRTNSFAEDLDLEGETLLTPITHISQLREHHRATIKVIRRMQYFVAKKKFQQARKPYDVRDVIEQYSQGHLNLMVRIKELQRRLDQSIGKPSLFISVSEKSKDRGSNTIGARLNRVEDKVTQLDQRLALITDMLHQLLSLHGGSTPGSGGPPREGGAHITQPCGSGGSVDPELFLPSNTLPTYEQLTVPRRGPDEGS
KCNQ1 act: potentiates or activates the human KCNQ1 potassium channel | CHO-K1 KCNQ1, thallium flux FluxOR fluorescence; hits give high values | B-score at 10 µM | 310,000 tested, 0.35% active | AID 2648;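 active = fluorescence ratio B-score, a plate-corrected score, at least three library SD, with initial intensity B-score within 5 SD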
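Schedule – 37 °C overnight plating, 90-min dark dye load, 20-min compound pretreatment · System – stable KCNQ1 CHO-K1 line · Probe or stimulus – thallium- and potassium-containing depolarizing buffer · Measured by – kinetic FluxOR fluorescence, 10 s baseline plus 110 s post-stimulus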
HDAC3 inhib: blocks human histone deacetylase 3. O15379. recombinant HDAC3, fluorogenic peptide/trypsin coupled, fluorescence. inhibition, % at 8.3 µM. 320,000 tested, 0.15% active; in the data active = inhibition above about 26%, passing the limit was not always enough
hERG rescue: shields human hERG channel from block by proarrhythmic agents | Q12809 | CHO-hERG, FluxOR thallium flux, dofetilide IC70 present | activation (rescue from dofetilide block), less the hit threshold, % at 10 µM | 310,000 tested, 0.51% active;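 active = activation above the mean of controls blocked by dofetilide plus 5 SD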;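 note: thallium influx through hERG after potassium depolarization seen as dye fluorescence rise; in these data hits start at about 4.7%; inactives centre near -7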
TMEM16A inh: inhibitors of mouse TMEM16A calcium-activated chloride channel; HEK293 TMEM16A/YFP iodide influx fluorescence, ionomycin; AID 588511; Q8BHY3; 310,000 tested, 1.2% active; normalized B-score (activity score, 25-100; higher = stronger inhibition) at 10 µM;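 active = ratio plate-corrected score three or more library SD toward inhibition, starting fluorescence score within five deviations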;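 note: score derived from kinetic fluorescence span divided by baseline fluorescence per well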
KCNK9 inh: inhibitors of human KCNK9 two-pore domain potassium channel; HEK293 KCNK9, FluxOR thallium flux fluorescence; hits give low values; B-score at 10 µM; 310,000 tested, 1.2% active; AID 488922;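 active = ratio B-score over 3 SD below the library mean, with starting fluorescence within 5 SD of its mean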;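 note: negative B-score means less thallium flux so channel inhibition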
TRPC4 potent: allosterically enhances the mouse TRPC4 cation channel. Q9QUQ5. 310,000 tested, 0.42% active. B-score at 10 µM. HEK293 TRPC4beta/mu-opioid, DAMGO EC20, Fluo-4 Ca2+ flux; hits give high values;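 active = B-score of calcium response area above 5 SD of library B-scores, with initial fluorescence ratio within 5 SD of library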;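 note: B-score of integrated fluorescence ratio over time as area under calcium response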
KCNK3 block: human KCNK3 channel inhibition, primary screen | CHO-KCNK3 thallium flux, FluxOR fluorescence; hits give low values | B-score at 10 µM | 340,000 tested, 0.84% active;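 active = B-score under library mean minus 4 SD, starting fluorescence ratio at most library mean plus 5 SD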;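 note: more negative B-score means stronger inhibition of thallium flux through KCNK3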
Target sequence (O14649 whole entry, looked up): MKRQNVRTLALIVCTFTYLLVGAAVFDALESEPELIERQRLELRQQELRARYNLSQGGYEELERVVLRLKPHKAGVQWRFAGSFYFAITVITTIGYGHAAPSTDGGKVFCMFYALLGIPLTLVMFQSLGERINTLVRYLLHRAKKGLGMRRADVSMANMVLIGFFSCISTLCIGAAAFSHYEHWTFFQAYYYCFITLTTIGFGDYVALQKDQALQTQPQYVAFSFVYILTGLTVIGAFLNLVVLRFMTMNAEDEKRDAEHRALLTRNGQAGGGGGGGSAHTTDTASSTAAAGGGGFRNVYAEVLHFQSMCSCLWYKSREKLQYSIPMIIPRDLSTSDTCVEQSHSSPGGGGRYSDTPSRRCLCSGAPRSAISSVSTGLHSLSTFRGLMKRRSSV
* hit, by the source's call; i = inactive; . = no result given; & = joins results of further samples. A portion of the library; count on the stated rates, not on these rows.

SMILES | ANO1 activ | DYRK1A inh | TRPC4 act | KCNQ1 inh | KCNQ1 act | HDAC3 inhib | hERG rescue | TMEM16A inh | KCNK9 inh | TRPC4 potent | KCNK3 block
CCN1C(=O)[C@H]2[C@@H](c3ccc(-c4ccc(F)cc4)cc3)N[C@@](CC(C)C)(C(=O)OC)[C@H]2C1=O | i | -4.3 | i | i | i | 4.2 | -7.8 | i | i | i | i
CCCNC(=O)c1cc(-c2ccccc2)c(N2CCCCC2)s1 | i | -2.6 | i | i | i | 1.4 | -3.7 | i | i | i | i
C=CCn1cccc(C(=O)Nc2ccc(Cl)cc2)c1=O | . | -1.9 | i | i | i | -4.3 | -1.6 | i | i | i | i
CC1CCCC/C1=N\Nc1ccc(S(N)(=O)=O)cc1[N+](=O)[O-] (centres undefined) | i | . | i | i | i | 7.9 | -9.4 | i | i | i | i
CN=CC1=C(O)C(C(=O)OC)C(C)(C)CC1=O (centres undefined) | i | 3.8 | i | i | i | -2.6 | -17.9 | i | i | i | i
CC1=NN(/C(=N\c2nnc(C)s2)Nc2ccccc2)[C@H](c2ccc(C)cc2)S1 | i | -0.5 | i | i | i | 2.8 | -13.0 | i | i | i | i
CC(C)n1cc(C(N)=S)c(=O)n(Cc2ccccc2)c1=O | i | -3.6 | i | i | i | -3.0 | -3.0 | i | i | i | i
Cc1ccc(NC(=O)c2cc(-c3ccc4c(c3)OCO4)on2)cc1 | i | 7.0 | i | i | i | -2.2 | -2.1 | i | i | i | i
CN(Cc1ccc(F)cc1)C(=O)C(Cc1ccccc1)NC(=O)c1ccccc1 (centres undefined) | i | 12.8 | i | i | i | 9.4 | -17.8 | i | i | i | i
Cc1ccccc1C(=O)Oc1cccc2c(O)cccc12 | i | . | i | i | i | -1.5 | -8.8 | i | i | i | i
CCN(C(=O)c1c(-c2ccccc2)noc1C)c1ccccc1 | i | 6.1 | i | i | i | 0.8 | -11.8 | i | i | i | i
Cc1cc(Br)ccc1NC(=O)C1CCCO1 (centres undefined) | i | -4.5 | i | i | i | -3.0 | -12.3 | i | i | i | i
COc1ccc(C(=O)NC(=S)NC(C)(C)C)cc1Br | i | 11.3 | i | i | i | 14.6 | -8.6 | i | i | i | i
C#CCOCCOCCOCCNc1nc(N2CCN(C(=O)Cn3cc(CCCCN)nn3)CC2)nc(N2CCN(C(=O)[C@H](C(C)C)n3cc(CCO)nn3)CC2)n1 | i | -1.4 | i | i | i | 6.5 | -1.5 | i | i | i | i
COC(=O)CN(c1ccc(Cl)cc1C)S(C)(=O)=O | i | -0.7 | i | i | i | -0.2 | 0.5 | i | i | i | i
Cc1ccccc1/C=N/Nc1ccc(Cl)nn1 | i | 0.0 | i | i | i | -12.3 | -11.2 | i | i | i | i
O=C(Nc1ccc(O)c(-c2nc3ccccc3s2)c1)c1cc(=O)c2ccccc2o1 | i | -10.0 | i | i | i | -0.9 | -9.0 | i | i | i | i
O=C(O)c1ccccc1C(=O)NCCc1c(C(=O)O)[nH]c2ccc(Cl)cc12 | i | 19.5 | i | i | i | . | -8.8 | i | i | i | i
CC(=O)Nc1ccc(NS(C)(=O)=O)cc1 | i | 3.3 | i | i | i | 2.6 | -11.5 | i | i | i | i
CCCS(=O)(=O)N1CCN(CCN2C(=O)c3cccc4cccc(c34)C2=O)CC1 | i | 2.6 | i | i | i | 2.6 | -21.0 | i | i | i | i
Cc1ccc(CN2CCN(/N=C/c3cc(Br)cc(Br)c3O)CC2)c(C)c1 | i | 0.5 | i | i | i | -4.7 | -6.4 | i | i | i | i
O=C(CSc1ncn[nH]1)N1c2ccccc2Sc2ccccc21 | i | -1.8 | i | i | i | 0.6 | -11.3 | i | i | i | i
O=CC1=C(N2CCOCC2)/C(=C/c2ccc(Cl)cc2)CC1 | i | . | i | i | i | 0.0 | -7.5 | i | i | i | i
CCC(=O)NC(=S)Nc1ccc(NC(=O)CC)cc1 | i | -1.5 | i | i | i | 4.2 | -3.8 | i | i | i | i
O=C(NCc1ccc(F)cc1)c1cccc(S(=O)(=O)N2CCCC2)c1 | i | 4.2 | i | i | i | 1.5 | -4.8 | i | i | i | i
Next part.
SMILES | ANO1 activ | DYRK1A inh | TRPC4 act | KCNQ1 inh | KCNQ1 act | HDAC3 inhib | hERG rescue | TMEM16A inh | KCNK9 inh | TRPC4 potent | KCNK3 block
COc1cc(/C=N/NC(=O)c2ccc(N)cc2)ccc1OC(=O)c1cccc(C)c1 | i | . | i | i | i | -3.5 | -15.6 | i | i | i | i
CN(C)S(=O)(=O)c1ccc(C(=O)Nc2cccc(C(=O)N3CCOCC3)c2)cc1 | i | -6.1 | i | i | i | 1.9 | -9.2 | i | i | i | i
CN(C)CC(C)(C)CNC(=O)c1cc(Br)cc(Br)c1O | i | 6.9 | i | i | i | -1.8 | -16.7 | i | i | i | i
CCOC(=O)N1CCN(C(=O)CSc2cc(C)nc3c(-c4ccccc4OC)c(C)nn23)CC1 | i | -1.2 | i | i | i | -7.2 | -11.1 | i | i | i | i
CCc1nnc(NC(=O)C=C(C)C)s1 | i | 0.4 | i | i | i | -2.2 | -13.3 | i | i | i | i
Clc1cc(NCc2ccccc2)ncn1 | i | -4.8 | i | i | i | 8.3 | -8.7 | i | i | i | i
CCc1ccc(N2CCN(CCNC(=O)Nc3ccccc3)CC2)cc1 | i | -2.1 | i | i | i | 4.9 | -4.9 | i | i | i | i
CCOc1cc(/C=C/C(=O)c2ccc(OC)c(CN3CCOCC3)c2)cc(Br)c1O | i | -0.5 | i | i | i | 11.6 | -12.4 | i | i | i | i
COC(=O)c1ccc(C2CC(=O)Nc3cc(OC)c(OC)c(OC)c32)cc1 (centres undefined) | i | 1.7 | i | i | i | 5.0 | -6.4 | i | i | i | i
O=C(COC(=O)C1CC(=O)N(Cc2ccccc2)C1)c1ccc(F)cc1 (centres undefined) | i | -2.6 | i | i | i | -3.8 | -10.1 | i | i | i | i
c1cnc2ccc3ncccc3c2c1 | i | -4.2 | i | i | i | . | -5.6 | i | i | i | i
CC(C)[C@H](NC(=O)C1CCN(S(=O)(=O)c2ccccc2)CC1)C(=O)NCc1ccccc1 | i | -0.1 | i | i | i | -0.4 | -11.7 | i | i | i | i
CCCCn1cnc2c(=S)nc(N)[nH]c21 | i | -2.3 | i | i | i | 13.9 | -10.2 | i | i | i | i
COc1cc(C(=O)Nc2ccc3oc(-c4cccnc4)nc3c2)cc(OC)c1OC | i | -6.6 | i | i | i | -0.6 | -9.2 | i | i | i | i
COc1cccc(CN2CCN(Cc3cccc4c3OCO4)CC2CCO)c1 (centres undefined) | i | -1.2 | i | i | i | -2.7 | -8.2 | i | i | i | i
CSC1=N/C(=C\c2c(F)cccc2Cl)C(=O)S1 | i | -6.4 | i | i | i | -1.4 | -3.2 | i | i | i | i
Cc1cccc(SC2CCN(C(=O)C3CCC(=O)N(C4CC4)C3)CC2)c1 (centres undefined) | i | . | i | i | i | -0.7 | -8.8 | i | i | i | i
COc1ccc(CN2CCN(C(=O)c3ccc(F)cc3)CC2)c(OC)c1 | i | -3.0 | i | i | i | 0.9 | -11.2 | i | i | i | i
Cc1ccc(CNC(=O)CN2C(=O)c3ccccc3S2(=O)=O)cc1 | i | -4.9 | i | i | i | 2.8 | -1.6 | i | i | i | i
O=C(CN1CCOCC1)N/N=C/c1ccc(-c2cccc(Cl)c2Cl)o1 | i | 1.5 | i | i | i | 1.3 | -9.4 | i | i | i | i
COc1ccc(-c2c(-c3ccc(O)cc3O)n[nH]c2C(F)(F)F)cc1 | i | 25.9 | i | i | i | 11.0 | -24.6 | i | i | i | i
COc1ccc(S(=O)(=O)Nc2nc3n(n2)C(c2ccc(Cl)cc2)CC(=O)N3)cc1 (centres undefined) | i | -11.5 | . | . | . | -1.8 | . | i | . | . | i
O=C(CCNS(=O)(=O)c1ccccc1)OCc1nnc(-c2ccccc2)o1 | i | 6.7 | i | i | i | -4.4 | -11.5 | i | i | i | i
N=C1C(c2ccccc2)=C(O)CN1c1ccccc1N1CCOCC1 | i | . | i | i | i | -1.6 | -1.9 | i | i | i | i
O=C(Nc1ccccc1Cl)NC1(C(=O)N2CCCC2)CCCCC1 | i | 3.8 | i | i | i | -0.6 | -12.3 | i | i | i | i
Continued.
SMILES | ANO1 activ | DYRK1A inh | TRPC4 act | KCNQ1 inh | KCNQ1 act | HDAC3 inhib | hERG rescue | TMEM16A inh | KCNK9 inh | TRPC4 potent | KCNK3 block
Cn1c(=O)cc(SCC(=O)NCCC2=CCCCC2)c2ccccc21 | i | 0.3 | i | i | i | -2.7 | -1.1 | i | i | i | i
COc1ccc(S(=O)(=O)N2CCN(c3ccccc3)CC2)cc1 | i | 0.0 | i | i | i | 0.5 | -6.1 | i | i | i | i
O=C(/C=C/c1ccco1)OCc1nnc(-c2ccccc2)o1 | i | 1.7 | i | i | i | 0.9 | -7.6 | i | i | i | i
Cc1ccc(OC(=O)c2ccccc2C(=O)OCC(F)(F)C(F)F)cc1 | i | -5.7 | i | i | i | 4.2 | -0.2 | i | i | i | i
O=C(CNS(=O)(=O)c1cccs1)NCc1ccccc1 | i | -0.2 | i | i | i | -9.8 | -4.6 | i | i | i | i
Cn1c(N2CCCCC2)nc2c1c(=O)n(Cc1cccc(Br)c1)c(=O)n2C | i | 0.8 | i | i | i | . | -1.2 | . | i | i | i
COc1ccc(C(=O)N2CCCC2)cc1 | i | 14.2 | i | i | i | 4.4 | -12.3 | i | i | i | i
O=C(Nc1ccc(S(=O)(=O)N2CCCC2)cc1)C1CCCCC1 | i | 3.3 | i | i | i | 1.1 | -8.6 | i | i | i | i
CCCS(=O)(=O)c1c(S(=O)(=O)CCC)c2c(N)cccn2c1C(=O)c1ccc(Br)cc1 | i | -9.0 | i | i | i | -1.5 | -10.2 | i | i | i | i
O=c1c(Cc2ccc(F)cc2)c(O)ccn1Cc1cccc(Cl)c1 | i | -5.5 | i | i | i | 0.2 | -6.9 | i | i | i | i
O=C(CNC(=O)Cc1ccccc1)N=Nc1c(O)[nH]c2ccc(Br)cc12 | i | 14.6 | i | i | i | 4.5 | -7.9 | i | i | i | i
COc1ccc(NC(=O)COc2ccc(/C=N/NC(=O)c3cccnc3)cc2OC)cc1 | i | 0.9 | i | i | i | -20.1 | -7.3 | i | i | i | i
COc1ccc(C2=C(CN(C)C)C(c3ccccc3)c3ccccc3O2)cc1 (centres undefined) | i | 2.2 | i | i | i | 4.8&-4.4 | -4.0&-16.9 | i | i | i | i
CCc1nnc(NC(=O)COc2ccccc2[N+](=O)[O-])s1 | i | . | i | i | i | 9.7 | 0.4 | i | i | i | i
COCCn1c(SCC(=O)NNC(=O)c2ccc(OC)c(OC)c2)nc2ccccc2c1=O | i | -4.1 | i | i | i | 6.2 | -5.5 | i | i | i | i

Bioassay records (PubChem BioAssay)
